Gal4-VP16 FLuc: counter-screen for ROR gamma inhibitors: Gal4-VP16 reporter; Drosophila S2 Gal4-VP16 UAS-luciferase, luminescence, 20 h; Potency, µM (series often up to 53.6 µM), inactives show top-dose activity, negative = inhibition, most hits filed as inhibitors; hit rate 3.5% among 310,000;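 also: Gal4-VP16 expression switched on by copper sulfate through the metallothionein promoter; potency is read from the fitted curve at half-maximal effect; % is scaled to controls: 0 for no effect and ±100 for the full control effect; nearly all actives have a fitted effect of over 50% in size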
FLuc modulator: counter-screen for miR-21 project: firefly luciferase inhibitors or activators; purified FLuc, Km substrates, luminescence inhibition; hit rate 6.9% among 360,000; Potency, µM (titrated, usually from 57.5 µM), for inactives: at the top dose activity change, negative = inhibition, hits mostly inhibitors;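 also: potency is read from the fitted curve at half-maximal effect; plate controls were vehicle for no effect and reference inhibitor for full effect; nearly all actives have a fitted effect of over 55% in size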
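Biochemical qHTS of compounds, final roughly 60 µM downward over six points, against 10 nM purified firefly luciferase using Km concentrations of substrates (10 uM D-luciferin, 10 uM ATP) in Tris acetate pH 7.5 buffer; luminescence output.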
RORg inh: inhibitors of mouse ROR gamma transcriptional activity. Drosophila S2 Gal4-RORgamma UAS-luciferase reporter, 20 h. Potency, µM (highest dose often 53.6 µM), for inactives: top-dose activity change, negative = inhibition, hits mostly inhibitors. AID 2551. hit rate 5.4% among 310,000; also: potency is read from the fitted curve at half-maximal effect; % is scaled to controls: 0 for no effect and ±100 for the full control effect; nearly all actives have a fitted effect of over 60% in size
Target sequence (P51450 whole entry, looked up, the tested form may be a part): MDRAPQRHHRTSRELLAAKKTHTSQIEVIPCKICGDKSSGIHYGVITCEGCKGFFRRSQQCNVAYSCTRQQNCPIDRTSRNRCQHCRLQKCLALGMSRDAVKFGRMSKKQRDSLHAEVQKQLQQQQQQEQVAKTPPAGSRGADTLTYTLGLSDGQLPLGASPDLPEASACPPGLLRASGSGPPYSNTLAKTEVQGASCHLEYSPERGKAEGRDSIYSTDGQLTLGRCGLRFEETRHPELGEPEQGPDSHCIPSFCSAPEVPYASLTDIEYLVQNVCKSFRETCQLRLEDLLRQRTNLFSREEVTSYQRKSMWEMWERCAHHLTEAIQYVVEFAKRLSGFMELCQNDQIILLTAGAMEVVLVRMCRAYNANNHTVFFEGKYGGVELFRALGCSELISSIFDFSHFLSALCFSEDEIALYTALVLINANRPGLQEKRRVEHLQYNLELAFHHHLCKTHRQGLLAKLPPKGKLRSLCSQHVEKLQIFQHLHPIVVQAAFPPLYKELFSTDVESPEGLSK
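Luminescence from a UAS-regulated Photinus luciferase reporter in stably transfected Drosophila Schneider cells is measured; decreased signal marks ROR gamma inhibition. Fusion expression is induced by 700 uM copper sulfate for 20 hr.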
BRCA1 expr act: BRCA1 expression activation; AID 624202; MCF7-BRCA1-FFLuc reporter, luminescence, 48 h; response scale: scaled: vehicle 0%, 10 µM genistein 100%; hit rate 1.1% among 380,000; Potency, µM (highest dose often 46.1 µM), for the others: at the highest dose activation, hits mostly activators; also: potency is read from the fitted curve at half-maximal effect; nearly all actives have a fitted effect of over 80% in size; some results filed as inactive show a strong effect at the top dose
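MCF7-BRCA1-FFLuc, 2000 cells/well; 2 h attach, 37 °C/5% CO2; compound 48 h; luciferase substrate 15 min; luminescence end-point. Norm. to genistein 10 microM max activation and DMSO; concentration-response curves fitted.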
NPC1 promoter act: activators of NPC1 promoter; Huh7 NPC1 promoter luciferase reporter, 24 h; Potency, µM (doses to about 9.22 µM), for inactives: at the top dose activation, usual class: activators; hit rate 2.4% among 320,000;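 also: potency is read from the fitted curve at half-maximal effect; % of control where 0% means no effect; nearly all actives have a fitted effect of over 60% in size; reporter is driven by a mutant NPC1 promoter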
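Stably transfected Huh7 (NPC1 promoter→luciferase), 1500 cells/well in Opti-MEM + 10% FBS, 2 h settle, then compound 24 h at 37 °C. Luminescence after 10 min with Amplite reagent.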
TRPV1 ag: agonists of human vanilloid receptor 1 (TRPV1); activation, % at 8.33 µM; Q8NER1; TRPV1-expressing cells, Fluo-8 calcium influx, agonist mode; hit rate 0.19% among 320,000; in the data active = activation above about 80%; inconclusive = between about 30% and that limit; also: 0% is about no effect
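Fluo-8 calcium influx in TRPV1-expressing cells, kinetic read (ex 480/em 520 nm). Compound added and read 3 min for agonist activity, followed by capsaicin at EC20 final and 2 min further read for enhancement.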
ELG1 DNA repair: inhibitors of ELG1-dependent DNA repair in HEK293T cells; hit rate 2.3% among 330,000; Potency, µM (series often up to 46.1 µM), inactives show at the highest dose activity change, negative = inhibition, usual class: inhibitors; HEK293T ELG1-luciferase reporter, luminescence, 16 h; DNA damage induced by 5-fluorouridine; AID 504467; also: potency is read from the fitted curve at half-maximal effect; % is scaled to controls: 0 for no effect and ±100 for the full control effect; nearly all actives have a fitted effect of over 55% in size
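Cells (2,000 per well) received 5-fluorouridine plus test compound or DMSO and were incubated 16 hr at 37 °C, 5% CO2. Luciferase activity was read by luminescence 30 min after ONE-Glo addition; signal suppression marked inhibition of damage-induced ELG1 function.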
Tb PFK inh: T. brucei PFK enzyme inhibition. O15648. T. brucei PFK, ADP-Glo luminescence. Potency, µM (series often up to 57.5 µM), inactives show at the top dose activity, negative = inhibition, most hits filed as inhibitors. hit rate 0.17% among 330,000;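 also: potency is read from the fitted curve at half-maximal effect; 0% = uninhibited 1x PFK enzyme wells and -100% = no-enzyme wells; nearly all actives have a fitted effect of over 60% in size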
Target sequence (O15648 whole entry, looked up): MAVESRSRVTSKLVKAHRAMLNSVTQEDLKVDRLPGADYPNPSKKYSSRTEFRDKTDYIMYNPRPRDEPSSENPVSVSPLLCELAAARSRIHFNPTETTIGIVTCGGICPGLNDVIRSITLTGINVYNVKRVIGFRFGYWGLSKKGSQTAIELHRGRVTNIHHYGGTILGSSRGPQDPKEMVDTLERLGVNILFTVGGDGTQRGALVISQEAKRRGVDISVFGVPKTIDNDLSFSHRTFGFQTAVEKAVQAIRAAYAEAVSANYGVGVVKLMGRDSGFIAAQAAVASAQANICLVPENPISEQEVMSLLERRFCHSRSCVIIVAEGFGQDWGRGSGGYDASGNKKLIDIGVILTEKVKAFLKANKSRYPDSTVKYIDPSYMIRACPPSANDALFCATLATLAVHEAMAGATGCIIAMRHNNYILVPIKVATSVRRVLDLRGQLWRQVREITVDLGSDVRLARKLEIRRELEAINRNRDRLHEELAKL
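Activity is normalized to no-enzyme wells (full inhibition) and 1.25 nM enzyme wells (no inhibition). Reaction: 0.5 mM F6P, 0.1 mM ATP, 45 min RT, ADP-Glo luminescence; concentration-response curves fitted and classed by quality.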
Rab9 promoter act: Rab9 promoter activation | Huh7 Rab9 promoter-luciferase reporter, luminescence, 24 h | Potency, µM (top dose mostly 9.22 µM), without a hit: top-dose activation, negative = inhibition, actives largely listed as activators | hit rate 2.8% among 320,000 | AID 485297; also: potency is read from the fitted curve at half-maximal effect; % of control where 0% means no effect; nearly all actives have a fitted effect of over 60% in size
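Steps: seed 1500 Huh7 Rab9-luc cells per well, rest 2 h at 37 °C; add compound in DMSO; incubate 24 h; add luciferase reagent, 10 min ambient; read luminescence.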
p53 reactivator: re-activators of mutant p53 | hit rate 0.063% among 320,000 | Potency, µM (titrated, usually from 92.2 µM), inactives show at the highest dose activity change, positive = activation, most hits filed as activators | H1299 p53-A138V BP100-luciferase reporter, luminescence, 24 h | AID 504706; also: potency is read from the fitted curve at half-maximal effect; % of control where 0% means no effect; nearly all actives have a fitted effect of over 45% in size
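p53-null H1299 cells stably carrying temperature-sensitive p53-A138V and a BP100-luciferase reporter were pinned with compounds (4-point, 1:5 series) and held 24 hrs at 37 deg C. Luminescence was read 10 min after detection reagent.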
ELG1 genotoxic: induces genotoxicity in HEK293T cells with luciferase-tagged ELG1. Potency, µM (highest dose often 46 µM), inactives show at the highest dose activity change, positive = activation, most hits filed as activators. hit rate 1.3% among 330,000. AID 504466. HEK293T ELG1-luciferase reporter, luminescence, 16 h; also: potency is read from the fitted curve at half-maximal effect; % of control where 0% means no effect; nearly all actives have a fitted effect of over 60% in size
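ELG1-luciferase HEK293T cells, 2,000/well; compound pinned in; 16 hr, 37 °C, 5% CO2; ONE-Glo, 30 min RT; luminescence on CCD imager.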
* marks the source's active call; other numbers are inactive results; ? = inconclusive; / = not tested or not shown; [ ] = remark or other dose. Unless noted, calls follow the shape of the dose curve; as a rule, active = well fitted curve in the direction sought with a large enough effect; inconclusive = small, poorly fitted or top-dose-only effect, or another doubt; inactive = no such curve, though single readings can be large; an effect the other way counts as inactive or inconclusive.

Order of results – Gal4-VP16 FLuc	FLuc modulator	RORg inh	BRCA1 expr act	NPC1 promoter act	TRPV1 ag	ELG1 DNA repair	Tb PFK inh	Rab9 promoter act	p53 reactivator	ELG1 genotoxic
- CCC(C)NC(=O)c1ccc(CS(=O)(=O)c2ccc(OC)cc2)o1 (centres undefined)
→ 4%	1%	0%	4%	-2%	2	2%	3%	-2%	0%	-3%
- Cc1c(Cl)c(C(F)(F)F)nn1CC(=O)NN
→ -12%	6%	-11%	-27%	1%	0	-7%	-23%	-1%	1%	-1%
- CC(C)N(C(=S)Nc1cccc(C(F)(F)F)c1)C(C)c1ccccn1 (centres undefined)
→ 3%[10 µM]	-5%	?	-50%	-3%	3	10%	2%	-11%	1%	-3%
- O=S(=O)(c1ccc2c(c1)OCCO2)N1CCc2ccccc21
→ -8%	3%	34%	34%	-7%	-3	?	5%	-5%	1%	-5%
- Cc1sc(N)nc1-c1ccc2c(c1)OCCO2
→ 1%	?	-12%	?	23%	-4	19%	-2%	8%	/	2%
- COc1ccc(NC(=O)CN(C)CC(=O)c2[nH]c(C)c(C(C)=O)c2C)cc1
→ /	2%	/	-29%	4%	26	-9%	11%	1%	-2%	1%
- COc1ccc(C(=O)Nc2nc3ccc(S(C)(=O)=O)cc3s2)cc1
→ -2%	?	14%	25%	2%	28	11%	0%	16%	19%	3%
- COC(=O)c1c(NC(NC(=O)C(C)(C)C)C(Cl)(Cl)Cl)sc2c1CCC2 (centres undefined)
→ -20%	5%	?	-36%	-3%	26	4%	-6%	2%	19%	-4%
- Cc1cccc(C(=O)Nc2nsc(N)n2)c1
→ /	2%	/	-25%	-1%	-2	0%	-12%	0%	16%	-2%
- Cc1ccc(NC(=O)c2cc(N3C(=O)CCC3=O)ccc2N2CCOCC2)cc1
→ -3%	6%	25%	9%	-9%	-3	-3%	1%	3%	0%	4%
- COc1ccc(Cl)cc1NC(=O)CN(C)C(=O)CN1C(=O)NC2(CCCC2)C1=O
→ /	-22%	/	-2%	-3%	5	4%	-4%	-13%	-4%	5%
- O=c1[nH][nH]c(C(F)(F)F)c1/C=N/N1CCOCC1
→ 7%	-1%	2%	-2%	-2%	-6	11%	1%	2%	-1%	-4%
- COc1ccccc1OCC(=O)NCCSCc1ccc(Cl)cc1
→ 0%	0%	13%	3%	5%	7	5%	-2%	1%	-4%	-2%
- CCOC(=O)N1CCC(N2Cc3cccc(C(=O)Nc4ccc(N(CC)CC)cc4C)c3C2=O)CC1
→ -5%	-1%	-14%	1%	-2%	15	-12%	1%	1%	2%	-7%
- COc1ccc(C(=O)NNC(=O)CSc2nnc(C3CC3)n2C)cc1
→ -5%	5%	-27%	-4%	-1%	1	-5%	-1%	-3%	3%	-1%
- CNc1cc([N+](=O)[O-])ccc1OCc1ccccc1
→ -3%	19µM*	23%	33%	16%	2	28%	0%	16%	9%	9%
- Cc1nn(C(=O)Cn2ccc([N+](=O)[O-])n2)c(C)c1Cl
→ -2%	-2%	-1%	-10%	1%	2	-9%	1%	-2%[1.84 µM]	-1%	0%
- O=C(NC1CC(=O)N(c2ccc3c(c2)OCCO3)C1)N1CCCCC1 (centres undefined)
→ /	5%	/	11%	0%	-2	24%	3%	-3%	-3%	-3%
- C#CCN1CC(C)/C(=N/O)CC1C (centres undefined)
→ -3%	2%	2%	-6%	6%	1	3%	0%	6%	-3%	5%
- COc1ccc(-c2nc3cc(C)ccn3c2NC(=O)c2ccccc2OC)cc1
→ -17%	-1%	4%	-6%	0%	?	-8%	9%	0%[1.84 µM]	-9%	-2%
- CCCc1cc(=O)oc2cc(C)cc(OC(C)C(=O)NCc3cccnc3)c12 (centres undefined)
→ 4%	1%	-10%	-38%	0%	-1	2%	3%	2%	-10%	2%
- COCCOC(=O)/C(C#N)=C/c1cn(Cc2ccccc2)nc1-c1cccnc1
→ -4%[10 µM]	3%	8%	-15%	-8%	-2	?	5%	0%	0%	2%
- COc1ccc(CN(C)C(=O)c2ccccc2Sc2ccccc2C#N)cc1OC
→ -1%	2%	3%	-11%	0%	5	-18%	1%	1%	-31%[inhibitor]	-21%
- Cc1nnc2n1N=C(c1ccccc1)CS2
→ 3%	-2%	-17%	0%	-3%	3	?	1%	-13%	1%	7%
- COc1ccc(OC)c(C(=O)CN2C(=O)C(=O)N(C3CCCC3)C2=O)c1
→ /	/	/	-3%	/	/	?	-5%	/	-10%	1%
- O=C(NCc1ccc(F)cc1)c1nc(-c2cccs2)no1
→ -10%	-6%	7%	4%	0%	?	5%	?	-2%	3%	3%
- Cc1nnc(NC(=O)CSc2nc3c(c(=O)n2CCc2ccccc2)SC(C)C3)s1 (centres undefined)
→ 5%	-3%	-7%	-8%	2%	-2	-5%	-1%	-3%	-2%	-8%
- CCN(CC)CCCn1c2c(c(SCC(=O)N3CCCc4ccccc43)nc1=O)CCC2
→ /	4%	/	-10%	-1%	6	0%	0%	-4%	-6%	15%
- COc1ccc(-c2csc(NC(=O)C3CCN(C(=O)c4ccc(F)cc4)CC3)n2)cc1OC
→ /	-5%	/	-67%	-11%	2	15µM*	4%	-20%	/	-11%
- O=C(COC(=O)CNC(=O)c1ccccc1)Nc1ccc(F)c([N+](=O)[O-])c1
→ -3%	-6%	16%	-5%	2%	0	6%	-15%	-3%	0%	-1%
- Cc1ccc(C(=O)OCC(=O)Nc2cc(S(C)(=O)=O)ccc2Cl)cc1S(=O)(=O)N1CCCCC1
→ /	-1%	/	-1%	0%	-3	?	5%	1%	/	1%
- COc1ccc(C(CC(=O)O)NC(C)=O)cc1OC (centres undefined)
→ -6%	-1%	0%	3%	-6%	-3	4%	0%	0%	-12%	0%
- N#C/C(=C\c1cccs1)C(=O)NCc1ccco1
→ 1%	?	3%	17%	3%	-2	?	-1%	-7%	?	17%
- COc1ccc(-c2[nH]ncc2CN(CCO)Cc2cccs2)c(F)c1
→ 4%	0%	4%	-11%	-2%	1	-3%	1%	-1%	1%	-1%
- COc1ccc(-c2noc(-c3ccccc3C(=O)Nc3cccc(OC)c3)n2)cc1
→ -10%	11µM*	31%	3%	5%	1	?	-1%	-2%	2%	-1%
- CC(C)Cn1c(N)c(C(=O)COC(=O)CN2C(=O)C3CC=CCC3C2=O)c(=O)n(C)c1=O (centres undefined)
→ -2%	-2%	?	-12%	-12%	-3	?	-1%	-6%	0%	-13%
- Cc1cccc(C)c1N1C(=O)[C@@H]2C(c3ccccc3Cl)=NO[C@@H]2C1=O
→ 1%	0%	26%	-1%	-5%	8	-8%	7%	-7%	3%	-1%
- COc1ccc(CCNC(=O)CSc2ccsc2[N+](=O)[O-])c(OC)c1
→ -6%	-3%	-2%	-17%	2%	-1	-4%	0%	-4%	11%	-2%
- CCOc1cc2c(cc1OCC)C(c1ccc(C(=O)O)cc1)NCC2 (centres undefined)
→ 1%	1%	-1%	-1%	2%	-8	-1%	0%	-7%	0%	0%
- CCOC(=O)c1c(C)[nH]c(C)c1C(=O)CSc1nc(N)cc(N)n1
→ 8%	4%	2%	-10%	-3%	1	-7%	-3%	-6%	-14%	-5%
- CCOc1ccc(CCNC(=O)C2CC(=O)N(CCc3ccccc3)C2)cc1OCC (centres undefined)
→ 11%	1%	13%	-7%	2%	2	18%	2%	-1%	0%	1%
- COCC(C)n1c(C)cc(C(=O)COc2ccc(N(C)S(=O)(=O)c3ccc(NC(C)=O)cc3)cc2)c1C (centres undefined)
→ /	?	/	-36%	-3%	-1	4.1µM*	3%	-6%	-10%	-2%
- CCOC(=O)C1=CN(Cc2ccc(Br)cc2)S(=O)(=O)N(C)C1C (centres undefined)
→ /	/	/	1%	/	/	5%	3%	/	9%	9%
- CCOc1ccc(C(=O)NCC(=O)NCC2CCCCC2)cc1OCC
→ 6%	3%	-5%	0%	2%	0	-10%	-6%	-1%	-6%	1%
- CCc1ccc(-c2nc(CCl)cs2)cc1
→ -22%	3.8µM*	?	68%	?	0	?	6%	?	?	?
- COC(=O)c1c(-c2ccc(S(C)(=O)=O)cc2)sc2ccc(OC)cc12
→ /	/	/	4.5µM*	/	/	?	2%	/	?	5%
- CCOC(=O)C(Cc1c(F)cccc1F)(NC(C)=O)C(=O)OCC
→ -7%	0%	-9%	0%	0%	0	?	0%	-3%	0%	-6%
- O=C(c1ccc2c(c1)OCCO2)N1CCN(S(=O)(=O)c2c(F)cccc2F)CC1
→ /	-2%	/	8%	-3%	1	3%	4%	-5%	-9%	-1%
- COc1ccc(/C=C(\C#N)C(=O)NCC2CCCO2)cc1OC (centres undefined)
→ -7%	-3%	-9%	0%	-5%	7	21%	-7%	2%	-3%	6%
